KCNH2 WT inh: qHTS for Inhibitors of KCHN2 3.1: Wildtype qHTS. Voltage-gated inwardly rectifying potassium channel KCNH2 (Homo sapiens), Q12809. U2OS, BacMam KCNH2, thallium flux FluxOr; stronger effect = lower value. activity change, % at 1.84 µM. actives 0.37% (n = 340,000). AID 720551, 2013;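 active means maximum activity change below -70%; inconclusive means maximum activity change between -70% and -50%; inactive means maximum activity change above -50%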; further: on the % scale 0 is the no-effect control and ±100 the full control effect
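U2OS cells transduced with wild-type KCNH2 virus are loaded with FluxOr dye for 45 min, and thallium flux is measured in kinetic reads before and after stimulation buffer. Rate constants are normalized to DMSO controls.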
Tb PFK block: qHTS Assay to Find Inhibitors of T. brucei phosphofructokinase. ATP-dependent 6-phosphofructokinase (Trypanosoma brucei brucei), O15648. T. brucei PFK, ADP-Glo luminescence. Potency, µM (titrated, usually from 57.5 µM), without a hit: at the top dose activity, negative = inhibition, usual class: inhibitors. actives 0.17% (n = 330,000);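 further: potency means the concentration at half of the fitted maximal effect; 0% = uninhibited 1x PFK enzyme wells and -100% = no-enzyme wells; nearly all actives have a fitted effect of over 60% in size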
Target sequence (O15648 whole entry, looked up): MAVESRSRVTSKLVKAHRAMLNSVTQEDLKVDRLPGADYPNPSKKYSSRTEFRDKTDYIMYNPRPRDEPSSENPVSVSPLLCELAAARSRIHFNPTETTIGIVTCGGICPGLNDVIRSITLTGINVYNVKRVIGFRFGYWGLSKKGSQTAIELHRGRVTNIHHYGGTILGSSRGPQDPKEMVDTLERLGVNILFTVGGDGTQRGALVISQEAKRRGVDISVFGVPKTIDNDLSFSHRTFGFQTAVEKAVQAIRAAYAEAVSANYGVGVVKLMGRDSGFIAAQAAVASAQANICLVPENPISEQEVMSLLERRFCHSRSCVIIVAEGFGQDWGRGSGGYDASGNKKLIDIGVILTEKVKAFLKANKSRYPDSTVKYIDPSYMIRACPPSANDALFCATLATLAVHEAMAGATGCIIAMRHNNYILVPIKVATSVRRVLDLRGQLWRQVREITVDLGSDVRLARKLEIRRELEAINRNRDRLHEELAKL
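In TEA buffer at pH 8.0 with 5 mM MgCl2, enzyme (1.25 nM) converted F6P (0.5 mM) and ATP (0.1 mM) for 45 min at room temperature. ADP product was read by luciferase luminescence.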
CXXC DNA block: qHTS Fluorescence Polarization Assay for Inhibitors of MLL CXXC domain - DNA interaction; Histone-lysine N-methyltransferase 2A (Homo sapiens), Q03164; Potency, µM (titrated, usually from 115 µM), inactives show at the highest dose activity change, negative = inhibition, most hits filed as inhibitors; MLL-CXXC / FITC-HOXA9 DNA fluorescence polarization; actives 0.037% (n = 290,000); AID 2662, 2010; active means well fitted inhibition curve with a large enough effect in the polarisation, with a control signal flat, not every such curve was filed as active; inconclusive means small, poorly fitted or top-dose-only effect, or effect the other way, or a change in a side signal; inactive means no such curve, though single readings can be large or run the other way; the % refers to the polarisation; further: potency means the concentration at half of the fitted maximal effect
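Steps: dispense CXXC domain solution (7 uM) → pin compounds or unlabeled HOX-A9 DNA control → 5 min ambient → add FLSN-HOX-A9 solution (50 nM) → spin → 30 min ambient → fluorescence polarization. Tris pH 7.5/NaCl/DTT/BSA buffer.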
TCR activator: Activators of T cell receptors: qHTS campaign | primary human leukocytes, anti-CD3, IL-2 HTRF, 48 h | Potency, µM (doses to about 9.22 µM), inactives show at the top dose activation of IL-2 secretion, actives largely listed as activators | 330,000 tested, under 10 active | AID 504894, 2011; further: % of control where 0% means no effect
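48 hr co-incubation of compounds, a-CD3 beads and primary human leukocytes; IL-2 quantified homogeneously by HTRF with anti-IL-2 K and d2 conjugates.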
A-T KAP1 phos: qHTS Assay for Identifying a Potential Treatment of Ataxia-Telangiectasia; actives 0.19% (n = 320,000); Potency, µM (doses to about 57.5 µM), inactives show at the highest dose activation, actives largely listed as activators; […] A-T fibroblasts, KAP-1 phosphorylation AlphaLISA; neocarzinostatin DNA damage 30 min before lysis; further: potency means the concentration at half of the fitted maximal effect; % of control where 0% means no effect; nearly all actives have a fitted effect of over 45% in size
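hTERT-immortalized A-T patient fibroblasts ([…]), 500 cells/well in OPTI-MEM, 1% FBS, got compounds for 60 min, then NCS for 30 min at 37C. Lysates were then assayed for phospho-KAP-1 by AlphaLISA (anti-pKAP1 donor, anti-KAP1 acceptor beads), 6 hr at 25C.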
TSHR antagonist: Antagonists of the Thyroid Stimulating Hormone Receptor: HTS campaign; activity change, negative = inhibition, % at 11.5 µM; AID 504810, 2011; actives 0.2% (n = 330,000); TSHR-expressing cells, TSH-stimulated cAMP HTRF, 2 h; stronger effect = lower value;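 active means activity change below a set negative limit, meaning inhibition stronger than a set level, cut at about -70% in these data; inconclusive means activity change between two set negative limits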; further: on the % scale 0 is the no-effect control and ±100 the full control effect
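Inhibition of cAMP made by TSHR-expressing cells under TSH stimulation (4nM final, EC80; 2 h, 37 deg C) is quantified with a one-step lysis HTRF kit, anti-cAMP cryptate versus cAMP-d2.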
Coupling enz: qHTS Assay for Inhibitors of Fructose-1,6-bisphosphate Aldolase from Giardia Lamblia: Coupling assay counterscreen; AID 2472, 2010; activity change, negative = inhibition, % at 58.2 µM, hits read low; actives 0.67% (n = 290,000); coupling enzyme system counterscreen, AmpLite Red fluorescence; in the data active means activity change below about -30%; further: on the % scale 0 is the no-effect control and ±100 the full control effect
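Counterscreen lacking aldolase: glyceraldehyde-3-phosphate coupling-enzyme reagent preincubated 10 min at RT with compound (at 57.5 uM final), then substrate/coupling system with AmpLite Red added; fluorescence read at 525/598 nm after 20 min RT.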
BCR signal inh: qHTS Assay to Find Inhibitors of Chronic Active B-Cell Receptor Signaling; ABC-DLBCL IkBa-CBG/CBR reporter, luminescence ratio, 4 h; Potency, µM (series often up to 46.1 µM), for the others: at the highest dose ratio change, negative = lower green/red ratio, hits mostly inhibitors; actives 0.05% (n = 340,000); active means well fitted inhibition curve with a large enough effect in the signal ratio, with a control signal flat, not every such curve was filed as active; inconclusive means small, poorly fitted or top-dose-only effect, or effect the other way, or a change in a side signal; the % refers to the signal ratio;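 further: potency means the concentration at half of the fitted maximal effect; plate controls were basal doxycycline-induced cells for no effect and cells given 10 µM MG132 for full effect; MG132 reads +100%, hits lower the ratio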
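Concentration-response series (up to 46 uM) were applied to TMD8 dual-reporter cells for 4 h at 37C with doxycycline. Green/red ratio, after filter-overlap correction, defined %Activity; red signal alone was normalised to basal cells and zero luminescence.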
GALK inhibitor: qHTS Assay for Inhibitors of Human Galactokinase (GALK). actives 0.007% (n = 270,000). Potency, µM (top dose mostly 57.5 µM), for inactives: at the top dose activity change, negative = inhibition, most hits filed as inhibitors. P51570. Purified GALK, Kinase-Glo residual ATP luminescence. AID 1868, 2009; further: potency means the concentration at half of the fitted maximal effect; on the % scale 0 is the no-effect control and ±100 the full control effect
Target sequence (P51570 whole entry, looked up): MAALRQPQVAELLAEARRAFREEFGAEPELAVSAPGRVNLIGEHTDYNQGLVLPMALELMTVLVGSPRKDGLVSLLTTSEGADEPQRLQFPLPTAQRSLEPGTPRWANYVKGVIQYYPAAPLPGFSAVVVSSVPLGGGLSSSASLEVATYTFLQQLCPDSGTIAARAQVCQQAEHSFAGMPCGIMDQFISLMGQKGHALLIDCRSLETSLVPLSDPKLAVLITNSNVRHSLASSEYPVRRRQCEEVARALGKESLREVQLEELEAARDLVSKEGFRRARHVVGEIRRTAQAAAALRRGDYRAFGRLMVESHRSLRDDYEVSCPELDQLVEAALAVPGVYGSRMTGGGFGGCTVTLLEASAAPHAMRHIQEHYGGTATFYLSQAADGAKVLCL
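Quantitative HTS: GALK 5 nM, ATP 35 uM, galactose 100 uM, 1 h room temperature, then luciferase-based ATP detection.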
Giardia kill: Small Molecules that selectively kill Giardia lamblia: qHTS | AID 540267, 2011 | actives 0.15% (n = 340,000) | activity change, % at 7.66 µM, hits read low | Giardia lamblia trophozoite viability; in the data active means activity change below about -80%; inconclusive means between about -30% and that limit;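 further: parasites exposed to compound for two days anaerobically before the ATP read; on the % scale 0 is the no-effect control and ±100 the full control effect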
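Giardia trophozoites, 100 cells per well, were exposed to compounds for 48 hrs at 37 deg C under anaerobic conditions; viability was then read as ATP content by bioluminescence after 15-30 min at room temperature.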
Active calls of the source: *; ? = inconclusive; . = no result given; & = joins results of further samples; [ ] = dose if it differs, or a comment. Unless noted, the call rests on the fitted dose curve; in most records, active means well fitted curve in the direction sought with a large enough effect; inconclusive means small, poorly fitted or top-dose-only effect, or another doubt; inactive means no such curve, though single readings can be large; an effect the other way counts as inactive or inconclusive. Only part of the results is shown; rates above refer to the full screens.

SMILES	KCNH2 WT inh	Tb PFK block	CXXC DNA block	TCR activator	A-T KAP1 phos	TSHR antagonist	Coupling enz	BCR signal inh	GALK inhibitor	Giardia kill
O=C(Cn1cc(C(=O)c2ccccc2)c2ccccc21)NCc1ccco1	-1	-17%	-4%	-4%	21%	28	0	?	3%	-22
CC(C)Sc1nnc([C@@H](N)Cc2ccccc2)o1	8	-1%	2%	0%	15%	11	0	?	2%	-9
C/C=C(\C)C(=O)OC1C(C)=C2C(C1OC(=O)CCCCC)C(C)(OC(C)=O)CC(OC(=O)CCC)C1(O)C2OC(=O)C1(C)O (configuration not stated)	.	-12%	?	.	-8%	-5	-7	?	-5%	.
Nc1ccncc1	5	0%	-6%&3%	4%	15%	-7&-3	1&-2&-2&1	4%	-2%	-4
CC1CC(NC(=O)C2C3CCC(O3)C2C(=O)O)CC(C)(C)C1 (configuration not stated)	-15	3%	-2%	3%[46.1 µM]	.	9	-2	2%	0%	2
CCC(C)c1ccc(C(C)NC(=S)NC2CCCCC2)cc1 (configuration not stated)	-2	0%	?	.	-5%	-33	3	?	5%	8
CCc1ccccc1NC(=O)CSc1nnc([C@@H](N)Cc2c[nH]c3ccccc23)o1	5	-9%	1%	0%	2%	-3	4	3%	-1%	8
CN1CCN(c2nc3c(c(=O)[nH]2)CCC3)CC1	19	1%	-5%	11%	5%	-2	5	-1%	3%	13
Cc1nn(Cc2ccccc2)c(C)c1C(=O)NCc1ccccc1	-22	2%	17%	1%	3%	-3	0	-4%	11%	5
CN1CCN(c2c(C#N)c(C(F)(F)F)nn2C)CC1	-1	1%	?	-1%	-1%	2	0	6%	11%	1
CCN1CCN(C(c2cccs2)C(C)NC(=O)Oc2ccccc2)CC1 (configuration not stated)	0	-7%	-3%	-5%	7%	4	1	-28%	3%	-19
CC(=O)c1c(C)[nH]c(C(=O)N2CCC3(CC2)OCCO3)c1C	-26	-8%	-5%	-2%	-3%	6	3	-4%	0%	11
C=CCn1c(O)c(C(CC)=NC2CC2)c(=O)[nH]c1=O	-6	2%	-1%	2%	4%	-1	0	9%	.	-5
O=c1c2ccccc2nc(Cc2ccccc2)n1-c1cccc(O)c1	0	6%	-13%	1%	8%	25	4	7%	0%	-6
CCCNC(=O)N1[C@H]2CC[C@@H]1C(C(=O)OC)=C(c1ccc(OC)c(OC)c1)C2	20	0%	.	-4%	-3%	-3	.	0%	.	11
CN1CCN(c2nc([N+](=O)[O-])nn2C)CC1	-2	-4%	1%	2%[46.1 µM]	-4%	6	0	0%	.	-13
O=c1c2ccccc2nc(SCC2CCCCO2)n1-c1ccccc1 (configuration not stated)	7	5%	2%	5%[46.1 µM]	10%	9	2	?	0%	-3
CCOC(=O)c1ccc(NC(=O)c2c(O)[nH]c(=O)[nH]c2=O)cc1	11	20%	?	5%	4%	1	4	-1%	2%	-14
CCOC(=O)/C(CCCN(CC)CC)=N\O	-8	4%	-2%	4%	6%	8	1	4%	-1%	7
CC1CN=C(NCc2ccncc2)S1 (configuration not stated)	0	0%	-5%	1%	-2%	-3	-1	-1%	11%	15
Fc1ccc(C2=CCN(C(c3cccs3)c3nnnn3CCc3ccccc3)CC2)cc1 (configuration not stated)	11	-4%	7%	8%	2%	-9	0	?	2%	-8
COc1cccc(C(=O)C2CCCN(Cc3cnn(C(C)C)c3)C2)c1 (configuration not stated)	1	-2%	6%	5%	0%	18	1	-9%	1%	-4
O=C(Cc1ccccc1)Oc1cccc(-n2cnnn2)c1	2	-4%	54%[activator]	2%	4%	5	2	4%	1%	-17
Cc1ccc(NC(=O)CSc2nnc([C@@H](N)Cc3c[nH]c4ccccc34)o2)c(C)c1	0	0%	-9%	4%	8%	0	1	?	0%	3
CC1CCCC(NC(=O)CNC(=S)N2CC3CC(C2)c2cccc(=O)n2C3)C1C (configuration not stated)	-14	0%	3%	-2%	-4%	-3	1	1%	1%	7

Nothing new here: entries from further up.
SMILES	KCNH2 WT inh	Tb PFK block	CXXC DNA block	TCR activator	A-T KAP1 phos	TSHR antagonist	Coupling enz	BCR signal inh	GALK inhibitor	Giardia kill
O=C(Cn1cc(C(=O)c2ccccc2)c2ccccc21)NCc1ccco1	-1	-17%	-4%	-4%	21%	28	0	?	3%	-22
CC(C)Sc1nnc([C@@H](N)Cc2ccccc2)o1	8	-1%	2%	0%	15%	11	0	?	2%	-9
C/C=C(\C)C(=O)OC1C(C)=C2C(C1OC(=O)CCCCC)C(C)(OC(C)=O)CC(OC(=O)CCC)C1(O)C2OC(=O)C1(C)O (configuration not stated)	.	-12%	?	.	-8%	-5	-7	?	-5%	.
Nc1ccncc1	5	0%	-6%&3%	4%	15%	-7&-3	1&-2&-2&1	4%	-2%	-4
CC1CC(NC(=O)C2C3CCC(O3)C2C(=O)O)CC(C)(C)C1 (configuration not stated)	-15	3%	-2%	3%[46.1 µM]	.	9	-2	2%	0%	2
CCC(C)c1ccc(C(C)NC(=S)NC2CCCCC2)cc1 (configuration not stated)	-2	0%	?	.	-5%	-33	3	?	5%	8
CCc1ccccc1NC(=O)CSc1nnc([C@@H](N)Cc2c[nH]c3ccccc23)o1	5	-9%	1%	0%	2%	-3	4	3%	-1%	8
CN1CCN(c2nc3c(c(=O)[nH]2)CCC3)CC1	19	1%	-5%	11%	5%	-2	5	-1%	3%	13

Further structures follow:
SMILES	KCNH2 WT inh	Tb PFK block	CXXC DNA block	TCR activator	A-T KAP1 phos	TSHR antagonist	Coupling enz	BCR signal inh	GALK inhibitor	Giardia kill
CCN1CCN(Cc2cc(Br)cc(OC)c2O)CC1	-8	-15%	2%	2%	-1%	4	-6	6%	1%	-12
Cc1cccc(-n2c(=S)[nH]c3ccccc3c2=O)n1	69	2%	11%	3%	5%	11	1	2%	0%	30[activator]
O=C(c1cc(-c2ccccc2)on1)N1CCC2(CC1)OCCO2	.	0%	21%	.	0%	-5	3	?	-3%	.
O=C1NC(=O)N(c2ccccc2)C(=O)/C1=C/c1ccc([N+](=O)[O-])s1	-4	-14%	-26%	-1%	2%	-2	-8	0%	0%	7
CCOc1ccc(CC2C(=O)NC(=O)N(c3ccc(CC)cc3)C2=O)cc1 (configuration not stated)	-7	2%	5%	3%	-4%	15	13	-2%	1%	-3
CN(c1ccc(OCC(=O)N2CCN(C/C=C/c3ccccc3)CC2)cc1)S(=O)(=O)c1cccs1	15	1%	9%	0%	6%	-7	-2	-28%	1%	-6
O=C1CN(C(=O)CN2CCCCC2)C(c2ccccc2)c2cc(Br)ccc2N1 (configuration not stated)	27	-5%	-1%	.	-11%	5	3	4%	2%	-2
CCCn1c(C)c(C(=O)c2cccc3ccccc23)c2ccccc21	14	-7%	.	-5%	0%	-13	-11	3%	.	?
CSc1ncc(CN2CCCC(C(=O)c3sccc3C)C2)cn1 (configuration not stated)	-1	1%	-11%	-5%	-2%	8	-2	2%	-2%	-11
CCOC(=O)c1c(NC(=O)c2c(N)n(CCCOC)c3nc4ccccc4nc23)sc2c1CCCC2	4	0%	10%	-1%	-1%	5	.	-5%	-1%	0
O=C(O)c1ccccc1Sc1c([N+](=O)[O-])cc(C(F)(F)F)cc1[N+](=O)[O-]	1	-1%	-5%	-6%	0%	-7	7	?	-2%	1
O=C1C(Cc2cnc[nH]2)NC(=S)N1c1ccccc1 (configuration not stated)	4	2%	2%	-5%	2%	-4	-2	?	0%	5
CCOc1ccccc1CNCCc1ccc2c(c1)OCO2	-8	0%	5%	0%	0%	-1	1	2%	0%	-13
C[C@]12CCC(=O)C=C1C=CC1C2CC[C@]2(C)C(=O)CCC12 (some centres not stated)	-3	-1%	.	-3%	27%	-6	.	-1%	.	6
NC1=NC(=O)N2CC12 (configuration not stated)	-3	.	4%	0%	.	.	.	.	.	-22
COC(=O)C1=C(c2ccccc2OCc2ccccc2)C[C@@H]2CC[C@H]1N2C(=O)NCCCOC(C)C	-2	0%	.	0%	4%	-7	.	-11%	.	-4
CC(Cc1ccccc1)NC(=O)CCCCC(=O)NC(C)Cc1ccccc1 (configuration not stated)	7	-4%	-12%	-4%	-4%	-8	-1	0%	1%	-8
